From PubChem BioAssay
DT40 TDP1 no CPT = qHTS for Inhibitors of human tyrosyl-DNA phosphodiesterase 1 (TDP1): qHTS in cells in absence of CPT; DT40 Tdp1-/- hTDP1 cells, no CPT, ATP luminescence, 48 h; Potency, µM (titrated, usually from 46.2 µM), inactives show at the highest dose activity change, negative = growth inhibition, actives largely listed as inhibitors; 15% of 420,000 active; AID 686978, 2013; further: nearly all actives have a fitted effect of over 55% in size
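Stably hTDP1-transfected Tdp1-null chicken DT40 cells were treated with library compounds minus camptothecin and grown for at least 48 hr at 37 °C, after which cellular ATP was quantified by luminescence.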
DT40 TDP1 CPT = DT40-hTDP1 cell growth loss with CPT. chicken DT40 Tdp1-/-;hTDP1 cells + 20 nM CPT, ATP luminescence, 48 h. 12% of 420,000 active. Potency, µM (highest dose often 46.2 µM), for the others: at the highest dose activity change, negative = growth inhibition, most hits filed as inhibitors; further: nearly all actives have a fitted effect of over 55% in size
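Chicken DT40 Tdp1-/- cells stably complemented with human TDP1 were seeded at 400 cells/well in medium containing 20 nM camptothecin, exposed to pin-transferred compounds, and grown at 37 °C for at least 48 hr. Viability was read as ATP luminescence.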
KAT2A inh = GCN5L2 (KAT2A) acetyltransferase inhibition | Potency, µM (highest dose often 58.9 µM), for the others: at the top dose activity change, negative = inhibition, most hits filed as inhibitors | Q92830 | 0.21% of 390,000 active | GCN5L2 HAT assay, ThioGlo1 CoA-SH fluorescence
Target sequence (Q92830 whole entry, looked up): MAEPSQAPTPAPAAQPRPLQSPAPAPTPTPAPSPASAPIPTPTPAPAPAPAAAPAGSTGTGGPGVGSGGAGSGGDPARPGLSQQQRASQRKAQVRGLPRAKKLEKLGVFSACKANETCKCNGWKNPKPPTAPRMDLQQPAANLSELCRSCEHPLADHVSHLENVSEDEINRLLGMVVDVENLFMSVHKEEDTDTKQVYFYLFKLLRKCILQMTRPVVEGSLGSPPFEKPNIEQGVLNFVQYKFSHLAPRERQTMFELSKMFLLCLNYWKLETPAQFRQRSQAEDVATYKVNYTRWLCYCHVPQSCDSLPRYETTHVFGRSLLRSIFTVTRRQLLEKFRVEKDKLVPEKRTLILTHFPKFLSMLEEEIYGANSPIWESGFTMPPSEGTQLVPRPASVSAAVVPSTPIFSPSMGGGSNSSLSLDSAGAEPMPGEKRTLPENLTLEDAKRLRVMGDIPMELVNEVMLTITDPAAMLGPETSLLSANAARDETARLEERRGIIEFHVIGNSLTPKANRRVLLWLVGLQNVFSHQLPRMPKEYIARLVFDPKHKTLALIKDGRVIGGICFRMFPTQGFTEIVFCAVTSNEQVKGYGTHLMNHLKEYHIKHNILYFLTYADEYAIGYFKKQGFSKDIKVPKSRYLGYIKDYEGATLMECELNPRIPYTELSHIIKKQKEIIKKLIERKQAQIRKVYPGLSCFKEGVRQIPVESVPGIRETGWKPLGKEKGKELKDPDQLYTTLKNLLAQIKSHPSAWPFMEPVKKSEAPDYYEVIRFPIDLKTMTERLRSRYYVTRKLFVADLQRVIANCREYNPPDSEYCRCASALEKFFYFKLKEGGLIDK
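Compounds, pin-transferred from DMSO stocks, meet 20nM GCN5L2 for 15 min before the reaction begins with H3(1-25) peptide (75uM) and acetyl-CoA (70uM). Thiol-reactive ThioGlo1 reports CoA release over 20 min at room temperature.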
* = called active by the depositor; u = inconclusive; x = not tested or not shown; & = joins results of further samples; [ ] = another dose, or the depositor's remark. The call rests on the fitted dose curve; in most records, active means well fitted curve in the direction sought with a large enough effect; inconclusive means small, poorly fitted or top-dose-only effect, or another doubt; inactive means no such curve, though single readings can be large; an effect the other way counts as inactive or inconclusive. On the % scale 0 is the no-effect control and ±100 the full control effect; potency means the concentration at half of the fitted maximal effect.

molecule | DT40 TDP1 no CPT | DT40 TDP1 CPT | KAT2A inh
CC(C)C[C@@H](NC(=O)C1CCC(CNC(=O)[C@H](Cc2ccccc2)NC(=O)OC(C)(C)C)CC1)C(=O)O (some centres undefined) | 1% | 44%[activator] | 3%
CC1CCCC(NC(=O)CSc2nnnn2C)C1C (centres undefined) | -1% | -2% | -7%
COc1ccc(Cl)cc1NC(=O)CN(C)CC(=O)Nc1ccc(S(N)(=O)=O)cc1 | -10% | -3% | -2%
COC(=O)C(O)(CC(=O)Nc1ccc(OC(F)(F)F)cc1)C(F)(F)F (centres undefined) | -25% | -12% | -4%
O=C(C[n+]1cccc(C(=O)N/N=C/c2cccc([N+](=O)[O-])c2)c1)c1ccccc1 | -22% | -1% | -15%
CCc1ccc(N(CC(=O)NC2CCCC2)C(=O)CCC(=O)Nc2cc(C)on2)cc1 | u | u | -1%
CCCCS(=O)(=O)Nc1ccc(C)cn1 | u | u | -4%
C/C(CC(=O)Nc1ccc(Cl)c(C(F)(F)F)c1)=N\NC(=O)c1ccccc1O | u | u | -7%
CCN1CCN(CCCNC(=O)CNC(=O)c2nn(-c3ccc(OC)cc3)c(=O)c3ccccc23)CC1 | -11% | 2% | -4%
CN(C(=O)c1cccs1)C1(C)CCS(=O)(=O)C1 (centres undefined) | 26% | -15% | -4%
Brc1ccc(-c2cn3c(n2)CCc2ccc4cccnc4c2-3)cc1 | -21% | 16% | 6%
O=C1Nc2ccccc2C1=Nc1ccc2[nH]c3ccccc3c2c1 | -5% | u | x
CC(C(=O)N1CCOCC1)N1c2cccc3cccc(c23)S1(=O)=O (centres undefined) | -10% | 0% | 4%
CN(C)c1cc2c(c(N(C)C)c1)C(=O)c1ccccc1C2=O | u | u | -4%
CC(=O)N1N=C2c3ccccc3CCC2C1c1cccs1 (centres undefined) | u | u | -8%
CC(=O)N1c2ccc(S(=O)(=O)N3CCC(C(=O)N4CCN(c5cc(Cl)ccc5C)CC4)CC3)cc2CC1C (centres undefined) | 9.2µM* | 10µM* | -18%
COCCCNC(=S)NNC(=O)c1ccoc1C | 6% | 10% | -8%
CSCC[C@H](NC(=O)COc1cc2c(c3oc(=O)c(C)c(C)c13)CCC(C)(C)O2)C(=O)O | -27% | 27% | -25%
COc1ccc(NC(=O)c2cccnc2N2CCCC2)cc1 | u | u | 0%
Cc1nc2ccc(NC(=O)Cc3ccccc3F)cc2s1 | u | 15% | -6%

Profiles, quoted from the list. Order of screens: DT40 TDP1 no CPT, DT40 TDP1 CPT, KAT2A inh
CC(=O)N1N=C2c3ccccc3CCC2C1c1cccs1 (centres undefined) is listed as u, u, -8%
CCN1CCN(CCCNC(=O)CNC(=O)c2nn(-c3ccc(OC)cc3)c(=O)c3ccccc23)CC1 is listed as -11%, 2%, -4%

Limited to DT40 TDP1 no CPT and KAT2A inh (six entries from above):
Compound | DT40 TDP1 no CPT | KAT2A inh
COc1ccc(NC(=O)c2cccnc2N2CCCC2)cc1 | u | 0%
O=C1Nc2ccccc2C1=Nc1ccc2[nH]c3ccccc3c2c1 | -5% | x
O=C(C[n+]1cccc(C(=O)N/N=C/c2cccc([N+](=O)[O-])c2)c1)c1ccccc1 | -22% | -15%
Cc1nc2ccc(NC(=O)Cc3ccccc3F)cc2s1 | u | -6%
CSCC[C@H](NC(=O)COc1cc2c(c3oc(=O)c(C)c(C)c13)CCC(C)(C)O2)C(=O)O | -27% | -25%
COc1ccc(Cl)cc1NC(=O)CN(C)CC(=O)Nc1ccc(S(N)(=O)=O)cc1 | -10% | -2%

Next part.
molecule | DT40 TDP1 no CPT | DT40 TDP1 CPT | KAT2A inh
O=C(COc1ccccc1N1C(=O)c2ccccc2C1=O)c1ccc(Cl)cc1 | -5% | 5% | -8%
O=C(Cc1ccc(Cl)cc1)Nc1ccc2oc(-c3ccccc3)nc2c1 | u | -29% | -4%
COc1ccc(NS(=O)(=O)c2cccc(C(=O)NNC(=O)c3ccc(C)o3)c2)cc1 | u | -30% | -2%
CCOc1ncccc1C(=O)OCC(=O)Nc1ccc(C)c(S(=O)(=O)N2CCOCC2)c1 | -29% | u | -16%
O=C(N/N=C/c1ccc(Cl)cc1Cl)c1ccc2nc[nH]c2c1 | u | u | -18%
COc1cccc(Cc2nc3cccnc3n2C2CCN(C(=O)c3n[nH]c4c3CCCC4)CC2)c1 | -18% | 3%[9.04 µM] | x
Cn1c(CCC(=O)Nc2ccc(F)cc2)nc2cc(S(=O)(=O)N3CCOCC3)ccc21 | u | -2% | 2%
COc1ccc(-n2ncc(C(=O)NC3CC3)c2C2CCN(C(=O)OC(C)(C)C)CC2)cc1 | -1% | -20% | -4%
Cc1ccc(Nc2ncccc2C(N)=O)cc1 | -6% | -15% | 2%
CC(NC(=O)C1CCN(C(=O)[C@@H]2Cc3ccccc3CN2)CC1)c1ccccc1 (some centres undefined) | 14% | 0% | -5%
CC(C)C[C@@H](CN)NC(=O)c1nc[nH]c1C(=O)N[C@@H](C)C(=O)CNC[C@H](CC(C)C)NC(=O)c1nc[nH]c1C(=O)N[C@@H](Cc1ccccc1)C(=O)O | -7% | 0% | x
O=C(COC(=O)CNC(=O)c1ccc(Cl)cc1)Nc1ncc(C(F)(F)F)cc1Cl | -5% | -4% | -6%
Cc1nonc1OCC(C)(COc1nonc1C)NC(=O)c1ccccc1 | -5% | -29% | -1%
COCCN(C(=O)COC(=O)CCc1ccccc1OC)c1c(N)n(Cc2ccccc2)c(=O)[nH]c1=O | -4% | -9% | -3%
Cc1ccc2oc3c(c(=O)c2c1)C(c1cccc(O)c1)N(CCCN1CCOCC1)C3=O (centres undefined) | u | u | 5%
Fc1ccc(CN2CCc3nc(N4CCN(c5ccccc5F)CC4)ncc3C2)c(F)c1 | 1% | -16% | 24%
CC(OC(=O)CCC(=O)c1cccs1)C(=O)Nc1ccc(Cl)cn1 (centres undefined) | -23% | u | -1%
CCn1nc(C(C)C(=O)O)c2ccccc2c1=O (centres undefined) | -4% | -16% | 2%
O=C(Nn1cnnc1)c1ccc(F)cc1 | 14% | 10% | 1%
COc1ccccc1NC(=O)COc1cccc2c1CCNC2=O | 6.5µM* | 10µM* | -13%
CC(=O)Nc1ccc(NC(=O)C2CCN(c3c(NC(C)=O)c(C)nn3-c3ccccc3)CC2)cc1 | 10% | 2% | 3%
COc1ccc(/C=N/N=C2/SCC(=O)N2Cc2ccccc2)cc1 | u | -17% | -7%
COc1ccc(NC(=O)N[C@@H](CCSC)C(=O)O)cc1OC | -12% | 0% | -4%
O=C(c1ccccc1F)c1cc2c(cc1[N+](=O)[O-])OCCO2 | 7% | -18% | -7%
N#CCNC(=O)c1cccn1-c1ncc(C(F)(F)F)cc1Cl | 2% | 2% | -8%
COc1ccc([C@H]2[C@H](C(=O)OC(C)(C)C)N3N=Cc4ccccc4C3C23C(=O)c2ccccc2C3=O)c(OC)c1 (some centres undefined) | u | u | -7%
CCCS(=O)(=O)N1CCC(C(=O)NCCN(CC)c2ccccc2)CC1 | u | -20% | -3%
Cc1ccc(/C=N/n2c(-c3cccs3)n[nH]c2=S)cc1 | u | u | 2%
O=C(Cc1ccccc1)N/N=C/c1ccccc1Cl | -21% | -21% | 0%
Cc1nn(-c2ccccc2)c(N2CCCC2)c1/C=N/NC(=S)Nc1ccccc1F | u | 13µM* | -2%
COC(=O)c1sccc1NC(=O)CC1C(=O)NCCN1C(=O)Nc1ccc(OCc2ccccc2)cc1 (centres undefined) | u | u | -4%
CCNC(=O)CSc1nc(-c2ccccc2)cs1 | 4% | 2% | -2%
CCc1ccc(C(=O)NC(=S)NCc2cccnc2)cc1 | -17% | u | 1%
CN(c1ccccc1)S(=O)(=O)c1nnc(NC(=O)COc2ccccc2)s1 | u | u | -11%&-2%
CN(C)CCCNc1oc(-c2cccc(Cl)c2)nc1C#N | -21% | -8% | -6%
CCOC(=O)C1CCN(C(=O)Nc2ccc(OC(F)(F)F)cc2)CC1 | u | -19% | -1%
COc1cc(OC)cc(C(=O)OCC(=O)NC2CCCCCCC2)c1 | u | -26% | x
Cc1noc(C)c1CN(C(=S)NC(C)C)c1ccccc1 | -21% | 17% | 16%
CCCN(CCC)CCCNC(=O)c1cc2cc3ccc(OC)cc3nc2o1 | -22% | u | u
Cc1cccc(C(=O)NNC(=O)c2ccco2)c1 | 1% | -1% | -1%
CC(=O)Nc1cc(-c2cccc(C(=O)N(C)C)c2)cn2c(-c3ccccc3)cnc12 | u | u | x
O=C(NC1CCCc2ccccc21)c1ccc2c(c1)OCO2 (centres undefined) | -22% | u | -1%
FC(F)(F)COc1ccc(-c2nnc(SCc3ccccc3)o2)cn1 | 4% | 1% | 0%
C[C@@]12C(=O)Nc3cc(F)ccc3C(=O)N1[C@H]1c3cc(Br)ccc3OC[C@@H]1[C@@H]2c1ccccc1 | u | u | -7%
CCc1noc(C)c1C(=O)N(C)CC(=O)Nc1ccc(F)c(F)c1F | -8% | -3% | u
CC(C)(C)c1ccc(S(=O)(=O)NC(=O)C2(C)CCN2C(=O)c2cccc3ccccc23)cc1 (centres undefined) | -2% | 3% | x
Cc1ccc(C2CC(c3ccccc3C)n3nc(N)nc3N2)cc1 (centres undefined) | 2% | -3% | -2%
CCCC(=O)Nc1ccc(C(=O)Nc2cc(C(F)(F)F)ccc2Cl)cc1 | -48% | u | 38%[activator]
Cc1ccc(C(=O)O)cc1NC(=S)NC(=O)c1ccc([N+](=O)[O-])cc1Cl | -2% | -3% | 2%
O=C(Nc1ccccc1)C(=O)Nc1ccc2c(c1)N(C(=O)C1CC1)CCC2 | 23µM* | 21µM* | -21%
O=C(COC(=O)c1cccc(S(=O)(=O)N2CCN(c3ccccc3)CC2)c1)NCC1CCCO1 (centres undefined) | -2% | 4% | 8%
COc1ccc(S(=O)(=O)N2CCOCC2)cc1NC(=O)CN1CCCC1 | 12% | 10% | -6%
Oc1c(C(c2cccs2)N2CCN(c3ccccc3)CC2)sc2ncnn12 (centres undefined) | u | -18% | -3%
O=S(=O)(c1ccccc1)c1cnn(-c2ccccc2)c1-c1ccc(Cl)cc1 | u | -10% | -6%
COc1ccc2c(c1)c(=O)c(Br)c(C)n2Cc1ccccc1 | u | -24% | -10%
O=C(NCc1ccccc1)c1ccc(CS(=O)Cc2ccc(Cl)cc2)o1 (centres undefined) | 4% | u | -4%
COc1ccc(OCC(=O)Nc2ccccc2O)cc1 | -19% | -8% | -8%
CCOC(=O)C1CCN(S(=O)(=O)c2ccc3c(c2)N(C(C)=O)CC(C)S3)CC1 (centres undefined) | u | u | 5%
COc1cccc(C(=O)/C=C/Nc2ccc(S(=O)(=O)Nc3nc(C)cc(C)n3)cc2)c1 | -33% | -19% | -1%
CN(C(=O)CSc1nc2[nH]ncc2c(=O)[nH]1)c1ccccc1 | 3% | -2% | -2%

The list goes on:
molecule | DT40 TDP1 no CPT | DT40 TDP1 CPT | KAT2A inh
CC(C)(C)c1ccc(OCCN2CCCC2)cc1 | 3% | -12% | -2%
Cc1c(S(=O)(=O)c2ccccn2)c(N)n(Cc2ccccc2Cl)c1C | u | -12% | 0%
COc1ccccc1/C=C\C=N\n1c(C2CCCCC2)n[nH]c1=S | u | u | -13%
Cc1ccc(Cl)c(OCC(=O)OC(C)C(=O)NC2CC2)c1 (centres undefined) | 2% | 0% | 1%
CSc1nc2nc3c(c(=O)n2[nH]1)CCC3 | -9% | -5% | 0%
Cc1ccccc1CN1[C@H]2CCCC[C@@H]2OCCS1(=O)=O | u | u | x
CCOC(=O)c1c(C)nc2c(c1-c1ccc(OC)cc1)C(=O)CC(C)(C)C2 | u | u | -1%
Cn1nccc1C(=O)Nc1ccc2c(c1)OCO2 | 4% | 1% | -2%
Cc1ccc(NC(=O)CN(C)C(=O)CSc2nnnn2C)cc1 | -5% | 4% | 2%
O=C(CSc1nnc(SCc2ccccc2)s1)N/N=C/C=C\c1ccco1 | u | u | 35%[activator]
CC(C)(C)[C@@H]1C=C(C(N)=O)O[C@H](OCCCCO)C1 | -8% | 4% | x
Cn1c(=O)c2[nH]c(NN=Cc3ccccc3)nc2n(C)c1=O | u | u | x
COCCn1c(C)nnc1SCC(=O)Nc1ccccc1[N+](=O)[O-] | 17% | -2% | u
Cc1oc2ccc(O)cc2c1C(=O)c1ccc([N+](=O)[O-])cc1 | 13µM* | 21µM* | -3%
COc1cccc(C(=O)NNC2=C(C(=O)C(F)(F)F)CCC2)c1 | 1.5µM* | 2.1µM* | -8%
O=C(CCS(=O)(=O)c1ccc(Cl)cc1)N1CCN(c2ccc(F)cc2)CC1 | 18µM* | 15µM* | -8%
COc1ccc(NC(=O)C2Cc3c(-c4ccc5c(c4)OCO5)ccnc3O2)cc1OC (centres undefined) | 8.2µM* | 9.2µM* | x
N/C(Cc1ccc([N+](=O)[O-])cc1)=N\OC(=O)c1cccc(Br)c1 | u | 15µM* | -9%
CC(=O)N1CCN(C23CC4CC(CC(C4)C2)C3)CC1 | 22% | -6% | -5%

Only part of the results is shown, so the mix of outcomes need not match the whole.
